Assay outcomes as filed in PubChem.
Mdm2-MdmX inh: inhibitors of human Mdm2/MdmX interaction. O15151+Q00987. SaOS-2 split-luciferase Mdm2/MdmX complementation, luminescence. inhibition, % at 8 µM. hit rate 3% among 330,000;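 active means inhibition of at least 50% at 8 µM in the primary screen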
CHOP UPR activ: activators of apoptotic arm of unfolded protein response (CHOP). CHO-CHOP luciferase reporter, UPR activation, luminescence; percent of tunicamycin response over DMSO baseline. activation, % at 10 µM. hit rate 0.34% among 330,000. AID 449763;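 active means at 10 µM dose, activation of 40% or more, normalized to positive control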;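 further: 100% = tunicamycin at 10 µg/mL and 0% = DMSO alone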
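Assay system: CHO-CHOP cells, stable luciferase reporter of PERK-eIF2a-CHOP signalling / Buffer or medium: F12 plus 10% serum / Compound dosing: one dose, 10 µM in 0.5% DMSO / Times: 6 h compound treatment, 37 °C / Technique: luciferase luminescence / Read-out: % reporter activation, DMSO baseline versus tunicamycin full activation / Benchmarks: tunicamycin and DMSO controls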
APJ agonist: APJ receptor agonism; CHO-K1 APJ PathHunter beta-arrestin, luminescence; 0% DMSO wells, 100% apelin; activation, % at 20 µM; hit rate 0.11% among 330,000; AID 2520;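 active means activation more than six SD over the plate average, tested at 20 µM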;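 further: 0% = DMSO alone and 100% = apelin-13 at 10 nM; some results filed as inactive read as strong as hits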
Target sequence (P35414 whole entry, looked up): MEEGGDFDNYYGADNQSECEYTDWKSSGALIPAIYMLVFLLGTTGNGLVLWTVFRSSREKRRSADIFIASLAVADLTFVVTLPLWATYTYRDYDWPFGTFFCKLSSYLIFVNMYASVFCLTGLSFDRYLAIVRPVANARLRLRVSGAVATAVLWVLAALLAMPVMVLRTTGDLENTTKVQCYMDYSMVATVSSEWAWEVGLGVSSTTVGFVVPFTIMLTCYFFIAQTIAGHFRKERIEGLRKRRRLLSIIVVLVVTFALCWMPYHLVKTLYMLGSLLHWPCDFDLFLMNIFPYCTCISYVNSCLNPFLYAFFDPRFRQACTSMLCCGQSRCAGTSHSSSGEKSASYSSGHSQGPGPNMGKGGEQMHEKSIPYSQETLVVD
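Assay system: CHO-K1 APJ beta-arrestin complementation cell line / Compound: single test compound dose, 20 µM final, 1% DMSO / Times: overnight seeding, 90 min compound at 25 °C, 1 h detection / Technique: beta-gal luminescence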
NLRP3 yeast inh: blocks the NALP3 inflammasome reconstituted in yeast | inhibition, % at 10 µM | Yeast reconstituted NLRP3/ASC/caspase-1, beta-gal luminescence, 24 h | hit rate 0.39% among 330,000 | AID 2825;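 active means inhibition of 50% or more; inactive means inhibition below 50%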;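 further: plate controls were induced DMSO wells for no effect and uninduced yeast grown without galactose for full effect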
NR3A LBD binder: NR3A (human) ligand-binding domain modulation. NR3A LBD differential scanning fluorimetry, Tm shift; 0% = protein alone, 100% = glycine-bound protein. Tm shift relative to glycine control, % at 25 µM. hit rate 2.5% among 340,000. AID 1259313;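 active means melting temperature shift of at least 10% of the positive control shift, at one fixed dose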
tim23-1 inh: tim23-1 yeast growth inhibition; S. cerevisiae tim23-1 growth, BacTiter-Glo luminescence, 24 h; inhibition, % at 20 µM; hit rate 1.3% among 330,000; AID 463212;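 active means growth inhibition of the mutant yeast at or above 50%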;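 further: temperature-sensitive mutant grown at 25 °C; plate controls were DMSO-treated mutant yeast for no effect and medium wells lacking yeast for full effect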
tim10-1 inh: growth inhibitors of tim10-1 mutant yeast; inhibition, % at 20 µM; hit rate 2.2% among 330,000; S. cerevisiae tim10-1 ts strain growth, BacTiter-Glo, 24 h; AID 463190;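 active means inhibition of at least 40%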;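 further: mutant grown at 25 °C; 0% = DMSO wells with yeast and 100% = wells holding no yeast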
XBP1 UPR activ: adaptive UPR (XBP1) activation | CHO-XBP1 luciferase reporter, IRE1-XBP1 UPR activation, luminescence; percent of tunicamycin response, DMSO as zero | activation, % at 20 µM | hit rate 0.33% among 330,000 | AID 463104;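 active means versus positive control, 20 µM dose yields 30% or more activation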;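 further: 100% = tunicamycin at 10 µg/mL and 0% = DMSO only wells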
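Material: CHO-XBP1 cells stably carrying IRE1-XBP1-driven luciferase reporter | Medium: F12 with 10% serum | Compound dosing: 20 µM single concentration, DMSO 1% | Incubation: Overnight seeding at 37 °C, 6 h compound treatment at 37 °C | Detection: Steady-Glo luminescence read | Read-out basis: % activation of reporter signal versus tunicamycin and DMSO controls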
TIM10 inh: inhibits growth of TIM10 yeast strain. S. cerevisiae TIM10 strain growth, BacTiter-Glo luminescence, 24 h. inhibition, % at 10 µM. hit rate 1.4% among 330,000;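 active means inhibition of 40% or more at the single tested concentration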;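 further: wild-type TIM10 isogenic control strain grown at permissive 25 °C; 0% = DMSO yeast wells and 100% = minimal medium wells without yeast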
* hit, by the source's call.

SMILES	Mdm2-MdmX inh	CHOP UPR activ	APJ agonist	NLRP3 yeast inh	NR3A LBD binder	tim23-1 inh	tim10-1 inh	XBP1 UPR activ	TIM10 inh
COc1cc2c(cc1OC)CN(c1nc(CN3CCOCC3)nc3sc4c(c13)CCC(C)C4)CC2 (centres undefined)	63.9*	1.8	-4.0	18.8	-2.4	47.1	35.8	3.3	37.8
COc1ccc(C2CC(C)=C(C#N)S(=O)(=O)C2C#N)cc1 (centres undefined)	-14.5	-1.5	2.0	1.2	-12.3	20.6	9.2	2.3	16.7
Cc1onc(-c2c(Cl)cccc2Cl)c1C(=O)Nc1nccs1	18.7	2.2	0.7	15.8	0.8	8.0	1.0	-3.3	12.8
CCCN(CC(=O)Nc1ccccc1OC)C(=O)c1ccc2c(c1)NC(=O)C(C)S2 (centres undefined)	6.7	-0.8	-3.1	22.1	3.0	7.1	-6.0	-4.7	1.3
Cn1c(NC(=O)c2ccccc2)c(-c2ccccn2)c(=O)c2ccccc21	-10.7	-1.5	-2.9	13.8	-9.4	33.3	35.5	-1.0	17.9
CCOC(=O)C1CCN(C(=O)COC(=O)c2ccccc2C(=O)c2ccc(Cl)cc2)CC1	19.4	1.5	-0.3	26.3	0.2	21.0	25.5	-1.6	8.6
CC(NC(=O)C1CCN(C(=O)Nc2ccccc2)CC1)c1ccccc1Cl (centres undefined)	-23.6	0.0	-3.3	18.4	1.2	3.8	-2.2	-3.5	10.9
Cc1ccc(S(=O)(=O)N2CCCC2)cc1C(=O)N1CCN(Cc2ccccc2)CC1	17.1	-0.1	0.3	-6.9	0.6	-0.1	-15.9	-3.4	-6.7
CC(C)(C)c1nn(-c2ccccc2)c2[nH]c(=O)c(CNc3ccc4c(c3)OCCO4)cc12	10.8	-2.4	3.9	32.8	-5.5	82.9*	67.8*	-5.7	56.3*
COc1ccc(CN2CCNC(=O)C2CC(=O)NCc2cn[nH]c2-c2ccccc2)c(F)c1 (centres undefined)	-3.8	3.0	0.9	-12.6	-0.6	2.5	17.0	-5.4	-3.4
COc1cc(C#N)c(NC(=O)CN2CCC(C(N)=O)CC2)cc1OC	14.6	0.2	-1.1	1.1	-1.2	3.8	-0.3	-4.2	-5.3
Cc1ccc(NC(=O)CCC(=O)N/N=C/c2ccco2)c(C)c1	-26.9	0.8	0.0	3.7	-1.9	0.7	15.9	-1.4	2.2
O=C(NNC(=O)C(O)c1ccccc1)NC1CCCCC1 (centres undefined)	16.7	-0.1	-0.2	8.8	0.1	-18.4	-15.8	2.3	-4.0
N#CCC(=O)N/N=C/c1cccc(Oc2ccccc2)c1	13.1	0.4	-0.2	11.6	-1.4	21.9	9.5	2.3	-0.7
CCC1(c2ccccc2)NC(=O)N(CC(=O)Nc2nnc(C3CC3)s2)C1=O (centres undefined)	5.9	1.7	16.3	15.3	-0.3	-1.9	-0.8	-1.0	15.5
COc1ccc(C(C)=O)cc1Cn1c(=O)cc(C)[nH]c1=O	26.4	-0.2	-5.8	8.5	-0.9	-6.0	2.1	-3.2	14.9
CCCn1c(SCC(=O)NC(C)(C)C)nnc1C(C)C	-18.2	-0.7	2.2	2.6	1.5	7.0	9.9	-1.0	9.6
COc1cc(CC(=O)OCC(=O)NC(C)c2ccccc2)cc(OC)c1OC (centres undefined)	-24.4	-0.3	-1.6	8.1	-0.9	8.2	-8.2	-3.3	8.8
CCCOC1CCCN(C(=O)c2cc(Cl)c(Cl)cc2C(=O)O)C1 (centres undefined)	5.5	0.1	5.9	20.2	0.2	13.6	3.9	-3.4	1.5
CC(C)(C)C(=O)CSc1nc2ccccc2o1	-31.8	2.9	-1.3	7.6	-2.8	9.5	15.8	-0.6	1.7
Cc1ccc2c(c1)cc1c(=O)n(CC(=O)NCCCc3ccccc3)nc(C)n12	12.3	1.2	-7.5	-9.5	0.5	-6.0	2.4	-3.3	-0.8
c1ccc(CCCCN2CCN=C2Nc2ccccc2)cc1	-11.2	-1.0	-3.4	14.4	0.6	-0.6	-22.7	7.0	-6.1
CC1CCCC(NC(=O)COC(=O)COc2ccc(C#N)cc2)C1C (centres undefined)	-3.1	0.7	-4.9	0.1	5.4	18.7	18.1	-2.2	2.9
CN(CCN1CCOCC1)Cc1nc(-c2cccs2)no1	-8.1	-0.7	-1.2	8.1	2.3	-19.8	-24.3	3.5	-29.2
COc1ccccc1C(=O)NCC(=O)N/N=C(\C)Cc1ccccc1	21.1	1.9	-1.3	23.9	2.3	-10.2	-5.6	-2.2	-3.6
COC(CNC(=O)c1ccc(CS(=O)(=O)c2c(Cl)cccc2Cl)o1)OC	2.5	0.6	-2.7	11.2	-1.8	12.4	3.8	-0.8	-3.5
Cc1ccc(S(=O)(=O)N2CCN(Cc3nc4sc5c(c4c(=O)[nH]3)CCCC5)CC2)cc1	23.7	2.3	0.7	1.6	-6.9	-9.3	-1.5	0.8	-6.8
Cc1ccc(NC(=O)COc2coc(CN3CCc4ccccc4C3)cc2=O)cc1Cl	31.6	1.4	3.3	31.7	0.5	6.9	2.4	2.0	0.2
CCOC(=O)NC(C(F)(F)F)(C(F)(F)F)P(=O)(c1ccccc1)c1ccccc1	26.0	-1.8	-6.0	3.5	0.7	11.2	3.2	-1.2	7.5
Cc1ccc(SCc2nc(-c3ccccc3)no2)cc1	2.3	-0.4	1.1	38.3	4.5	10.1	-1.3	-2.6	-8.2
COc1cccc2c3c(c(=O)[nH]c12)CCC(C)(C)O3	14.6	1.7	-2.7	15.3	-0.6	-1.5	-4.8	-2.5	-13.0
CC1CCC(NC(=O)CC2Oc3ccccc3NC2=O)CC1 (centres undefined)	4.5	-1.5	0.5	0.2	1.0	-10.3	-12.5	-3.1	10.2
Cc1ccc2nc(SCC(=O)Nc3ccc(F)c([N+](=O)[O-])c3)[nH]c2c1	20.4	1.9	-4.4	3.7	9.0	10.3	21.5	-0.4	28.1
CCN(c1ccc(C)cc1C)S(=O)(=O)c1nnc(NC(=O)C(C)(C)C)s1	28.5	-1.1	-2.3	9.4	-9.1	15.4	13.7	-0.1	6.6
O=c1[nH]c2cc3ccccc3cc2nc1C(F)(F)F	-9.8	0.5	1.3	-21.2	0.9	5.7	42.2*	3.9	17.0
CCC/C(=N\NC(=O)C1CC1)c1ccccc1	2.9	-0.8	1.1	11.3	-3.1	-8.3	-17.9	-4.2	-14.8
CS(=O)(=O)N(C(=O)NC(=O)NC1CCS(=O)(=O)C1)C1CCCCC1 (centres undefined)	-6.9	-1.7	1.9	-6.8	1.7	0.0	-5.5	-1.0	0.4
O=C(NCCC1=CCCCC1)C1COc2ccccc2O1 (centres undefined)	12.9	-2.2	0.6	27.5	-0.2	13.1	15.2	2.6	-16.2
COc1cccc(/C=N/Nc2cc(N3CCOCC3)ncn2)c1O	73.4*	0.2	-8.3	44.6	0.8	47.0	-12.8	-3.2	-20.1
Cc1ccc(C(=O)N2CCN(Cc3ccccc3)CC2)o1	-21.1	2.0	4.3	16.4	-0.5	-2.1	0.4	-0.9	11.6

In a second layout: entries from further up
Molecule | Mdm2-MdmX inh | CHOP UPR activ | APJ agonist | NLRP3 yeast inh | NR3A LBD binder | tim23-1 inh | tim10-1 inh | XBP1 UPR activ | TIM10 inh
Cc1ccc2c(c1)cc1c(=O)n(CC(=O)NCCCc3ccccc3)nc(C)n12 | 12.3 | 1.2 | -7.5 | -9.5 | 0.5 | -6.0 | 2.4 | -3.3 | -0.8
c1ccc(CCCCN2CCN=C2Nc2ccccc2)cc1 | -11.2 | -1.0 | -3.4 | 14.4 | 0.6 | -0.6 | -22.7 | 7.0 | -6.1
CC1CCCC(NC(=O)COC(=O)COc2ccc(C#N)cc2)C1C (centres undefined) | -3.1 | 0.7 | -4.9 | 0.1 | 5.4 | 18.7 | 18.1 | -2.2 | 2.9

Part of the list above, bar-delimited:
SMILES | Mdm2-MdmX inh | CHOP UPR activ | APJ agonist | NLRP3 yeast inh | NR3A LBD binder | tim23-1 inh | tim10-1 inh | XBP1 UPR activ | TIM10 inh
Cc1ccc(S(=O)(=O)N2CCN(Cc3nc4sc5c(c4c(=O)[nH]3)CCCC5)CC2)cc1 | 23.7 | 2.3 | 0.7 | 1.6 | -6.9 | -9.3 | -1.5 | 0.8 | -6.8
Cc1ccc(NC(=O)COc2coc(CN3CCc4ccccc4C3)cc2=O)cc1Cl | 31.6 | 1.4 | 3.3 | 31.7 | 0.5 | 6.9 | 2.4 | 2.0 | 0.2
CCOC(=O)NC(C(F)(F)F)(C(F)(F)F)P(=O)(c1ccccc1)c1ccccc1 | 26.0 | -1.8 | -6.0 | 3.5 | 0.7 | 11.2 | 3.2 | -1.2 | 7.5

Additional records
SMILES	Mdm2-MdmX inh	CHOP UPR activ	APJ agonist	NLRP3 yeast inh	NR3A LBD binder	tim23-1 inh	tim10-1 inh	XBP1 UPR activ	TIM10 inh
CC(C)OCCCNc1ncc2c(n1)CC(c1ccccc1)CC2=O (centres undefined)	35.2	-1.4	2.2	4.9	-2.9	-4.0	18.2	-1.5	16.2
Cc1c(Cl)cccc1NC(=O)CSCc1cc(=O)[nH][nH]1	17.7	-1.1	-3.2	-10.5	-1.1	10.3	18.3	0.6	9.2
O=[N+]([O-])c1cccnc1N1CCC(c2cc(-c3cccc(C(F)(F)F)c3)n[nH]2)CC1	46.1	1.6	-3.0	19.5	6.3	-4.3	43.2*	0.2	51.9*
O=C(CN1c2ccccc2Sc2ccccc21)N/N=C/c1ccc(Cl)cc1Cl	42.0	1.5	-0.3	19.7	14.8*	16.5	8.3	-3.0	18.0
CC(C)OC(=O)c1sc2nc(-c3ccccc3)ccc2c1N	52.0*	-1.4	1.4	24.6	3.8	19.1	33.7	-1.2	-1.1
CCN(C(=S)NCc1ccccc1)c1cccc2ccccc12	-7.2	2.0	2.9	-3.1	0.4	39.7	32.9	-1.8	35.0
CCS(=O)(=O)N1CCN(S(=O)(=O)c2ccc(F)cc2)CC1	29.1	-0.4	5.4	4.5	5.9	20.0	4.1	-0.8	-8.5
Cc1ccnc(NC(=O)CCCc2c[nH]c3ccccc23)c1	67.8*	3.4	-5.2	16.2	4.3	-6.7	4.0	-5.4	3.1
COC(=O)c1sccc1NC(=S)Nc1ccc(F)cc1	9.9	-0.1	-0.4	12.8	-6.7	0.5	1.2	0.1	-3.6
Brc1ccccc1-c1nnc(CSc2nnnn2-c2ccccc2)o1	6.6	0.3	-1.1	22.8	-1.1	30.0	33.2	1.0	21.6
CCNS(=O)(=O)c1ccc(NC(=O)c2cncc(Br)c2)cc1	32.6	-0.5	-1.0	4.7	0.9	2.9	0.4	-1.1	1.8
CCC(=O)N(Cc1ccc(S(N)(=O)=O)cc1)C1CC(=O)N(c2ccccc2)C1=O (centres undefined)	9.0	0.3	-1.6	18.7	-2.4	3.1	3.5	-0.4	5.8
CCC(C)Sc1nc2c(c(=O)[nH]c(=O)n2C)n1CC(O)COc1cccc2ccccc12 (centres undefined)	16.9	-0.9	2.9	5.7	-5.3	10.5	-6.1	-3.8	11.8
COCCN1C(=O)N(C)[C@@H](c2ccccc2)C(C(C)=O)=C1C	-26.2	-0.9	6.3	11.9	2.3	27.6	9.6	1.2	16.8
